# Compound activity from PubChem.
# SSB-PriA inh – inhibitors of Klebsiella pneumoniae PriA binding to SSB C-terminal tail, primary screen, biochemical, AlphaScreen. AlphaScreen SSBct-PriA binding, biotinylated peptide. PriA–SSB C-terminal tail interaction (Klebsiella pneumoniae). 430,000 compounds, 0.6% hits. inhibition, % at 33 µM. AID 1272365, 2023; in the data active = inhibition mostly above about 37%, no sharp cut-off; inactive = mostly below about 20%;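 also: plate controls were negative control peptide for no effect and reference peptide for full effect; strong numbers were not always called active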
# An asterisk follows results filed as active; & = joins results of further samples. These rows are one share of the data. The share of hits here may be higher or lower than overall.
SMILES,SSB-PriA inh
NC(=O)c1ccc(NC(=O)C(=O)NCCc2csc3nc(-c4cccs4)nn23)cc1,-8
CC(=NNC(=S)NC(C)C)c1ccc(Cl)s1,9
COc1ccc(NC(=O)Cn2nc(-c3ccco3)c3sc(N4CCCCC4)nc3c2=O)cc1OC,0
N#Cc1c(NC(=O)c2cccc3ccccc23)sc2c1CCC2,-12
O=C(COc1ccc(Br)cc1)N/N=C\c1ccc([N+](=O)[O-])cc1,-4
Cc1noc(C)c1S(=O)(=O)N1CCC(Oc2cccc3cccnc23)CC1,-2
O=C(NCCn1nc(-c2ccccc2)ccc1=O)c1c(F)cccc1Cl,-4
Cc1cc(NC(=O)COc2ccccc2)sn1,-24
COc1cc(C=NNC(=O)CC2(C)OCCCO2)ccc1OCc1ccc(Cl)cc1Cl,-1
Cc1nn(C(C)C)c(C)c1S(=O)(=O)N1CCN(c2cc(C(F)(F)F)ncn2)CC1,-3
O=c1c2ccccc2n2c(-c3cccc(Cl)c3)nnc2n1CCc1ccccc1,3
CCN1C(=O)CC(SCCN)C1=O (stereo not drawn),-1
Cc1ccc(C(=O)NC(C)C(c2cccs2)N2CCN(C)CC2)cc1 (stereo not drawn),-3
CC(=NOC(=O)c1c(F)cccc1F)c1nccs1,-1
CCn1nccc1C(=O)Nc1nnc(-c2cccc(Cl)c2)o1,-4
O=C(NN=Cc1ccc(F)cc1)c1c(O)c2ccccc2[nH]c1=O,6
CC(=O)Nc1cccc(C(C)=NN2C(C)CCCC2C)c1 (stereo not drawn),-4
O=C(Cc1csc(Nc2ccc(F)cc2)n1)N1CCN(c2ccccn2)CC1,2
Cn1ncc2ccc(NC(=O)c3cc4n(n3)CCCO4)cc21,-10
Nc1nc(SCC(=O)N2CCC(c3noc4ccc(F)cc34)CC2)n[nH]1,-9
O=S(=O)(Cc1ccccc1)NCC1CCN(c2ccncc2)CC1,-2
O=C(Nc1ccc2c(c1)N(C(=O)C1CCCC1)CC2)c1ccc2ncsc2c1,-11
c1ccc(-n2cc(-c3ccc4c(c3)OCCO4)[n+]3c2SCCC3)cc1,-5
Cc1ccc(Nc2nc(-c3cccc(Br)c3)cs2)cc1,-9
CCCNC(=O)CSc1nc(CC)cc(=O)[nH]1,-14

# Laid out differently: 7 of the compounds above
structure	SSB-PriA inh
COc1ccc(NC(=O)Cn2nc(-c3ccco3)c3sc(N4CCCCC4)nc3c2=O)cc1OC	0
N#Cc1c(NC(=O)c2cccc3ccccc23)sc2c1CCC2	-12
O=C(COc1ccc(Br)cc1)N/N=C\c1ccc([N+](=O)[O-])cc1	-4
Cc1noc(C)c1S(=O)(=O)N1CCC(Oc2cccc3cccnc23)CC1	-2
O=C(NCCn1nc(-c2ccccc2)ccc1=O)c1c(F)cccc1Cl	-4
Cc1cc(NC(=O)COc2ccccc2)sn1	-24
COc1cc(C=NNC(=O)CC2(C)OCCCO2)ccc1OCc1ccc(Cl)cc1Cl	-1

# Continuation.
SMILES,SSB-PriA inh
CC1CCc2c(sc3ncnc(Oc4cccc5cccnc45)c23)C1 (stereo not drawn),0
COc1cc2c(cc1OC)CN(C(=O)CSc1ncnc3sc4c(c13)CCC(C)C4)CC2 (stereo not drawn),-12
Cc1nc2c(c(=O)n1CC(=O)N[C@@H](C)CCc1ccccc1)CN(Cc1ccccc1)CC2,-5
O=C(NC[C@H](O)c1ccoc1)c1cccc(Cl)c1,-3
Cc1cc2c(cc1C)NC(CC(=O)Nc1ccc(OC(F)(F)C(F)Cl)cc1)C(=O)N2 (stereo not drawn),-7
CC1C(=NO)CC(c2ccccc2)N(C)C1c1ccccc1 (stereo not drawn),0
O=C(CSc1nnc(-c2ccncc2)o1)N1CCN(c2ccccc2)CC1,-9
O=C(Nc1ccc(F)c(F)c1)C1(c2cccs2)CCCC1,-22&-17
CC1CCc2cc(F)ccc2N1c1ncnc(N)c1[N+](=O)[O-] (stereo not drawn),6
Cc1nnsc1C(=O)N1CCC(CNC(=O)c2cn(C)nn2)CC1,-16
Cc1ccc(NC2SC(=O)N(CCN3C(=O)c4ccccc4C3=O)C2=O)cc1 (stereo not drawn),6
O=C(NN=C1CC2CC=CC12)c1ccc(O)cc1 (stereo not drawn),-23
Cc1cc(NC(=O)CSc2nc3ccccc3o2)no1,6
Cc1ccc(NC(=O)CSc2cc(-n3cccn3)ncn2)c(F)c1,-5
O=C(Cc1csc(SCC(=O)c2ccc(F)cc2)n1)NCc1ccco1,-10
CCSc1ccc(CC(=O)Nc2nnc(-c3ccc(S(=O)(=O)N(C)C)cc3)o2)cc1,5
O=S(=O)(c1ccc(Oc2ccccc2)cc1)N1CCN(c2ccc3nncn3n2)CC1,-1
CC1(C)COc2ccc(NC(=O)c3ccc(Br)cc3)cc2NC1=O,31
COc1ccc(NC(=S)NN=Cc2ccc(F)cc2)cc1OC,17
COc1ccc(CC(=O)NCCn2ncc3c(=O)n(Cc4ccccc4C)cnc32)cc1,4
CS(=O)(=O)N1C2CCC1CC(NC(=O)Cc1ccc3c(c1)OCO3)C2 (stereo not drawn),1
Cc1cc(C(=O)NN=Cc2cc([N+](=O)[O-])cc(C)c2O)n[nH]1,-6
CCOc1cccc2sc(-n3nc(C)cc3NC(=O)CN3C(=O)c4ccccc4C3=O)nc12,-8
CNC(=O)c1c(NC(=O)c2nc3ccccc3s2)sc(C)c1C,-11
O=S(=O)(N[C@H]1CCN(c2ccc(C(F)(F)F)cn2)C1)c1ccc2c(c1)CCCC2,-1

# Next part
SMILES,SSB-PriA inh
CCOC(=O)c1cccc(N/C=C(/C#N)S(=O)(=O)c2ccc(Cl)cc2)c1,13
O=C(Cn1ncccc1=O)NCc1ccnc(-c2ccco2)c1,5
O=C(NC1CCN(Cc2ccccc2)CC1)c1cc(=O)c(OCc2ccc(F)cc2)co1,-6
CC(NC(=O)OC(C)(C)C)C(=O)N1CCCC(Cc2n[nH]c(=O)n2-c2ccccc2F)C1 (stereo not drawn),-6
O=C(CCCn1c(=O)c2ccccc2n(Cc2cc(=O)n3ccccc3n2)c1=O)NCc1ccc2c(c1)OCO2,-19
COc1cc(NS(=O)(=O)c2ccc(NC(=O)Nc3cccc(Cl)c3)cc2)nc(OC)n1,-2
COc1ccccc1NC(=O)Nc1c(C)nc(N2CCCC2)nc1C,-27
CN(C)C=Nc1ncc(C(=O)OC(C)(C)C)s1,-9
O=c1n(CCc2ccccc2)nc2ccc(S(=O)(=O)N3CCCCCC3)cn12,-33
O=C(Cn1c(=O)oc2ccc(Cl)cc21)NC1CCCC1,-20
CS(=O)(=O)c1cccc(C(=O)Nc2nc3c(F)cccc3s2)c1,1
COc1cccc(CNC(=O)C(=O)Nc2cccc(F)c2)c1,-15
CC(C)(C)c1ccc(C(=O)Nc2nc3cc4c(cc3s2)OCO4)cc1,-19
O=C(NN=Cc1cccnc1)C1c2ccccc2Oc2ccccc21,-13
CCCNC(=O)COc1ncccn1,-9
NC(=O)C1CCN(C(=O)Cc2csc(Nc3cccc(Cl)c3)n2)CC1,-9
O=C(NCC(Cc1cccc(F)c1)n1cccc1)c1ccno1 (stereo not drawn),5
Cc1cc(C)c(S(=O)(=O)N2CCCC2C(=O)O)c(C)c1 (stereo not drawn),6
COc1ccc(-c2csc(NC(=O)c3ccc(C(C)(C)C)cc3)c2C(=O)O)cc1,-12
NC(=O)c1c(NC(=O)CS(=O)(=O)c2ccccc2)sc2c1CCN(Cc1ccccc1)C2,1
Cc1nccn1-c1ncc(NC(=O)c2cccnc2)cn1,-10
Cc1ccc2nc(-c3ccc(NC(=O)CCOc4ccccc4)cc3)sc2c1,-19
CC(C)c1cc(=O)[nH]c(-n2nc(C3CC3)cc2NC(=O)c2ccccc2C(F)(F)F)n1,-7
COc1ccc(CC(=O)N2CCN(c3nccn4nc5c(c34)CCCC5)CC2)cc1Cl,-4
Cc1ccc(Cc2nnc(N)o2)c(C)c1,12

# Of the compounds above, 3 contain a CF3 group:
SMILES,SSB-PriA inh
Cc1nn(C(C)C)c(C)c1S(=O)(=O)N1CCN(c2cc(C(F)(F)F)ncn2)CC1,-3
O=S(=O)(N[C@H]1CCN(c2ccc(C(F)(F)F)cn2)C1)c1ccc2c(c1)CCCC2,-1
CC(C)c1cc(=O)[nH]c(-n2nc(C3CC3)cc2NC(=O)c2ccccc2C(F)(F)F)n1,-7

# Following part
SMILES,SSB-PriA inh
O=C1c2ccccc2C(=O)N1CCCCN(C(=O)C12CC3CC(CC(C3)C1)C2)c1ccc(Cl)cc1,-5
COC(=O)NN=Cc1ccc(OCCSc2ccc(Cl)cc2)c(OC)c1,1
COc1ccccc1/C=C/c1nn2c(-c3cccnc3)nnc2s1,1
C[C@H](Oc1ccccc1)C(=O)N1CCC(n2c(=O)[nH]c3ccccc3c2=O)CC1,3
Cc1cc(C(=O)Nc2nnc(-c3ccc(Br)s3)o2)n(C)n1,-5
O=C1NC2=C(C(=O)N(Cc3cccs3)C2)[C@@H](c2ccc(OCc3ccccc3)cc2)N1,-13
O=c1[nH]cc(S(=O)(=O)Nc2ccc(Br)cc2)c(=O)[nH]1,0
CNC(=O)C(=O)Nc1ccccc1Cl,11
CC(=O)N1CC(C(=O)Nc2cc(Cl)ccc2C#N)C1,2
CS(=O)(=O)c1cccc2sc(N3CCN(S(=O)(=O)c4ccc(F)cc4)CC3)nc12,1
CCCOc1ccc(C=NNC(=O)CN2CCCCC2)cc1OCC,-8
Cc1cccc2c1OCCC2=NNC(=O)COc1ccccc1,-20
O=C(NCCn1ncc2c(N3CCCCCC3)ncnc21)c1cccc(C(F)(F)F)c1,-5
COc1ccc(CC(=O)NC2CC(O)C(CO)C2)cc1OC (stereo not drawn),-14
Cc1ccc(F)cc1NC(=O)Cn1cnc2c(-c3ccccc3)csc2c1=O,-16
Cc1ccccc1-c1ccc(N2CCN(C(=O)c3ccccc3)CC2)nn1,4
COc1ccc(CCC(=O)NCCc2ccc(N3CCCC3)cc2)cc1,4
Cc1cc(C=NNC(=O)c2cccc(N(C)C)c2)c(C)n1-c1cc(C(=O)O)cc(C(=O)O)c1,2
O=C(NN=Cc1cn[nH]c1-c1ccc(Cl)cc1)c1ccc([N+](=O)[O-])cc1,17
O=C(c1ccsc1)N1CCC(CSc2ccccn2)CC1,-3
COc1cc(C(C)=NNC(N)=S)cc(OC)c1OC,-2
Cc1ccc(Cl)c2sc(NC(=O)c3ccc(S(=O)(=O)N(C)Cc4ccco4)cc3)nc12,8
COc1cc2nc3sc(Nc4ccc(C)c(Cl)c4)nn3c(=O)c2cc1OC,1
COc1nn(C)cc1C(=O)O,-24
COC(=O)c1ccc2c(=O)n3nc(Nc4ccc(F)c(Cl)c4)sc3nc2c1,0

# Following part
SMILES,SSB-PriA inh
CNC(=O)Cn1nnn(-c2ccc(NC(=O)Cc3ccc(F)cc3)cc2)c1=O,-24
COC(=O)c1c(NC(=O)c2ccn(C)n2)sc2c1CCN(Cc1ccccc1)C2,5&15
CC1(C)C2CCC1(CS(=O)(=O)Nc1ccc(F)c(Cl)c1)C(=O)C2 (stereo not drawn),-27
COc1ccc(-c2cc(C(=O)N3CCCCCC3)c3c(C)nn(C4CCS(=O)(=O)C4)c3n2)cc1 (stereo not drawn),5
CN(C)c1ccc(C=NNC(=O)CCCO)cc1,-9
COCCN1CCCc2ccc(NC(=O)c3ccccc3C)cc21,45
Cc1nn(-c2ccccc2)c(C)c1Sc1ccccc1[N+](=O)[O-],-1
Cc1cc(C)c2nc(C)cc(NC(=O)COC(C)C)c2c1,-23
CC(C)(C)c1cnnn1-c1ccc(C=NNc2ccc([N+](=O)[O-])cc2)cc1,-2
CCOC(=O)NN=C(C)c1ccc(OC(F)F)cc1OC(F)F,-8
COC(=O)c1ccc(C(=O)NCC#CCOc2ccccc2C(N)=O)cc1,7
Cc1cc(=O)[nH]c(-n2nc(C3CC3)cc2N)n1,-14
Cc1nnc(NC(=O)Cc2csc(Nc3ccccc3)n2)s1,8
Cc1ccc(S(=O)(=O)NCC#CCN(C)Cc2ccccc2)s1,-10
O=C(CN1CCN(S(=O)(=O)c2ccc(Br)cc2)CC1)NN=Cc1ccccc1C(=O)O,3
Cc1ccc(Cl)cc1S(=O)(=O)NCC(c1ccc2c(c1)CCN2C)N1CCOCC1 (stereo not drawn),18
Cc1nc(C)c(C(=O)N2CC(c3nc(-c4ccco4)no3)C2)s1,-9
O=C(NCCCS(=O)(=O)N1CCN(c2ccc(F)cc2)CC1)c1cccs1,-4
COc1ccccc1NC(=O)c1cc2ccc(O)cc2oc1=NO,15
Cc1cn2c(=O)c(C(=O)NCCCN3CCN(CCCNC(=O)c4cnc5sc(C)cn5c4=O)CC3)cnc2s1,0
O=C(NCCn1cnc2ccsc2c1=O)c1cc(=O)[nH]c2ccccc12,0
CCOC(=O)c1c(NC(=O)C(=O)NN=Cc2ccccc2OC)sc2c1CCCCC2,-5
COc1cc(C(=O)O[C@H]2CC(C)=CCC[C@]3(C)O[C@@H]3C(O)C2C(C)C)cc(OC)c1OC (stereo partly drawn),0
O=C(CCC1CCCC1)Nc1ccc2c(c1)CN(C(=O)c1ccccc1)CC2,5
COc1ccc(CCNC(=O)CSc2cn(Cc3cc(C)ccc3C)c3ccccc23)cc1OC,12

# (list continues)
SMILES,SSB-PriA inh
Cc1nnc2ccc(N3CCN(S(=O)(=O)c4ccccc4)CC3)nn12,-6
N#C/C(=C\c1ccc(-c2ccccc2Cl)o1)C(N)=O,0
Cc1cc(=O)n(CC(=O)N2CCN(CCc3ccccc3)CC2)cn1,5
NC(=NS(=O)(=O)c1ccccc1)c1cccc([N+](=O)[O-])c1,-2
Cc1c(Cl)cccc1S(=O)(=O)N1CCC(CSc2ccccn2)CC1,-9
Cn1cccc1C(CNC(=O)c1cc2ccccc2oc1=O)N1CCCC1 (stereo not drawn),-12

# Pulled by compound from the list above (6):
SMILES,SSB-PriA inh
Cn1cccc1C(CNC(=O)c1cc2ccccc2oc1=O)N1CCCC1 (stereo not drawn),-12
Cc1c(Cl)cccc1S(=O)(=O)N1CCC(CSc2ccccn2)CC1,-9
Cc1cc(=O)n(CC(=O)N2CCN(CCc3ccccc3)CC2)cn1,5
N#C/C(=C\c1ccc(-c2ccccc2Cl)o1)C(N)=O,0
NC(=NS(=O)(=O)c1ccccc1)c1cccc([N+](=O)[O-])c1,-2
Cc1nnc2ccc(N3CCN(S(=O)(=O)c4ccccc4)CC3)nn12,-6
